Assay outcomes (PubChem BioAssay)
KCNQ1 pot: human KCNQ1 channel potentiation or activation; P51787; CHO-K1 KCNQ1, thallium flux FluxOR fluorescence; stronger effect = higher value; B-score at 10 µM; 0.35% of 310,000 active; AID 2648;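 active = fluorescence ratio B-score, a plate-corrected score, at least three library SD, with initial intensity B-score within 5 SD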
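Schedule – 37 °C overnight plating, 90-min dark dye load, 20-min compound pretreatment · System – stable KCNQ1 CHO-K1 line · Probe or stimulus – thallium- and potassium-containing depolarizing buffer · Measured by – kinetic FluxOR fluorescence, 10 s baseline plus 110 s post-stimulus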
Dyrk1A ADPGlo: inhibitors of rat Dyrk1A kinase; Q63470; ADP-Glo luminescence, NFATc1 peptide; inhibition, % at 12.5 µM; 0.43% of 310,000 active; AID 504441; in the data active = inhibition above about 50%;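 also: plate controls were vehicle with enzyme for no effect and no enzyme for full effect; many of its hits are not listed in these tables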
KCNK3 block: human KCNK3 channel inhibition, primary screen. CHO-KCNK3 thallium flux, FluxOR fluorescence; stronger effect = lower value. B-score at 10 µM. O14649. 0.84% of 340,000 active;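 active = B-score under library mean minus 4 SD, starting fluorescence ratio at most library mean plus 5 SD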;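 also: more negative B-score means stronger inhibition of thallium flux through KCNK3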
Target sequence (O14649 whole entry, looked up): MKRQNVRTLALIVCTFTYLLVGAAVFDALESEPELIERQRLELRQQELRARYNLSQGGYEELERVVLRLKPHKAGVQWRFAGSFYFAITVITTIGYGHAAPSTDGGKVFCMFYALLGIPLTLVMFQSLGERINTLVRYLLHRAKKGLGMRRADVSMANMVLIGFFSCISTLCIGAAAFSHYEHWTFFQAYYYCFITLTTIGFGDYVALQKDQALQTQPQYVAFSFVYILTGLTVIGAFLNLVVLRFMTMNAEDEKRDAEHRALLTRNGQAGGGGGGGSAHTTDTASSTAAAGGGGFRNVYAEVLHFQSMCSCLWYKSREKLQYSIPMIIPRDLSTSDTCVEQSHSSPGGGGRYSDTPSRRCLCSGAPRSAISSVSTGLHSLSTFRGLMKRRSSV
GSK3beta inhib: blocks human GSK3beta kinase activity. GST-GSK3beta kinase, ADP-Glo luminescence, 60 min; stronger effect = lower value. AID 2097. 0.038% of 300,000 active. activity score (negative = inhibition), % at 10 µM. P49841;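 active = more than half of replicate wells score below -50%, meaning over 50% inhibition versus plate controls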;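 also: 0% = median DMSO wells and -100% = median GW8510 positive control wells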
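Test system: GST-tagged human GSK3beta kinase, cell-free; evaluation: activity score scaled between in-plate DMSO and GW8510 controls; measured by: ADP-Glo luminescence; incubation: 60 min reaction, RT; benchmarks: DMSO and 20 µM GW8510; reagent: peptide substrate plus 25 µM ATP (final); medium: Tris/MgCl2 kinase buffer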
KCNQ1 block: inhibitors of human KCNQ1 potassium channel | P51787 | CHO-K1 KCNQ1, FluxOR thallium flux fluorescence; stronger effect = higher value | B-score at 10 µM | 1.3% of 310,000 active;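 active = compounds whose thallium flux B-score, printed positive for inhibition, exceeds three library SD while starting fluorescence stays within three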;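 also: channel opened by potassium depolarization with thallium stimulus after 20 min compound exposure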
RGS4 act: potentiators or activators of RGS4 | AID 463111 | B-score at 10 µM | 0.92% of 310,000 active | HEK293 M3R/inducible RGS4, carbachol calcium flux Fluo4; stronger effect = lower value;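 active = B-score of the integrated calcium signal more than 4 SD below the library mean, with starting fluorescence not abnormally high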;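 also: negative B-score means reduced calcium response which marks RGS4 activation or potentiation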
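Test system: HEK293 cells with stable M3R and inducible RGS4; also added: carbachol at ECmax as muscarinic agonist stimulus; schedule: dye loading 30 min 37 °C, buffer rest 30 min RT; technique: kinetic calcium fluorescence imaging with Fluo4-AM dye, 2 µM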
HDAC3 inhib: human HDAC3 inhibition; O15379; recombinant HDAC3, fluorogenic peptide/trypsin coupled, fluorescence; inhibition, % at 8.3 µM; 0.15% of 320,000 active; AID 2718; in the data active = inhibition above about 26%, passing the limit was not always enough
KCNK9 inh: human KCNK9 channel inhibition; B-score at 10 µM; AID 488922; Q9NPC2; HEK293 KCNK9, FluxOR thallium flux fluorescence; stronger effect = lower value; 1.2% of 310,000 active;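 active = ratio B-score over 3 SD below the library mean, with starting fluorescence within 5 SD of its mean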;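 also: negative B-score means less thallium flux so channel inhibition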
Target sequence (Q9NPC2 whole entry, looked up): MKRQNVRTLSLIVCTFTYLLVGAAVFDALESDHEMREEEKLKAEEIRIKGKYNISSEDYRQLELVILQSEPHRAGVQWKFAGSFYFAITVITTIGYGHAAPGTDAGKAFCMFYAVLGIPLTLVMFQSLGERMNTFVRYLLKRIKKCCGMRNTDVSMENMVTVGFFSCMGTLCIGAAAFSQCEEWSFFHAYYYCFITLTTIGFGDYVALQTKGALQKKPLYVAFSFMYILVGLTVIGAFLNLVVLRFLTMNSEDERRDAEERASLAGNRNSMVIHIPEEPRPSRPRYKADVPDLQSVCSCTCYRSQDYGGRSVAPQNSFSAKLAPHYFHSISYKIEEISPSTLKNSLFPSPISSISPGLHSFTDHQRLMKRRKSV
GSK3A inh: inhibitors of human GSK-3 alpha kinase | ADP-Glo luminescence, 60 min | P49840 | 0.1% of 320,000 active | inhibition, % at 10 µM;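 in the data active = inhibition above about 50%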;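 also: GST-tagged GSK-3 alpha with peptide substrate and 25 µM ATP; 0% = DMSO neutral wells and 100% = GW8510 positive control wells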
hERG protect: shields human hERG channel from block by proarrhythmic agents. AID 1511. CHO-hERG, FluxOR thallium flux, dofetilide IC70 present. activation (rescue from dofetilide block), less the hit threshold, % at 10 µM. 0.51% of 310,000 active;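 active = activation above the mean of controls blocked by dofetilide plus 5 SD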;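 also: thallium influx through hERG after potassium depolarization seen as dye fluorescence rise; in these data hits start at about 4.7%; inactives centre near -7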
PolyA inh: yeast polyadenylation inhibition | S. cerevisiae SKY197-pL101 polyadenylation reporter, beta-gal luminescence; efflux-impaired pdr1/pdr3 knockout yeast; score 100 = 6 SD above DMSO | calls only at 12 µM | 0.02% of 300,000 active | AID 1875;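 active = lowest replicate activity score at least 50, where 100 means six control SD above control mean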;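 also: yeast exposed to compound for 9 h at 30 °C; higher score means more reporter readthrough which indicates perturbed polyadenylation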
The depositor's hits bear a star; i = inactive; / = no result given.

SMILES	KCNQ1 pot	Dyrk1A ADPGlo	KCNK3 block	GSK3beta inhib	KCNQ1 block	RGS4 act	HDAC3 inhib	KCNK9 inh	GSK3A inh	hERG protect	PolyA inh
Cc1cc(C)n(-c2ccc(C(=O)OCC(=O)Nc3ccc([N+](=O)[O-])cc3)cc2)n1	i	1	i	0	i	i	-2	i	0	-6	i
O=c1[nH]c(Cc2ccccc2)nc2scc(-c3ccccc3)c12	i	-4	i	2	i	i	5	i	-1	-6	i
COc1ccc(/C=C/C(=O)c2c(C)cc(C)[nH]c2=O)c2ccccc12	i	16	i	3	i	i	0	i	1	2	i
OC[C@H]1OC(O)C[C@@H](O)[C@@H]1O (stereo partly specified)	i	10	i	-9	i	i	-10	i	-2	-4	i
CCOC(=O)CC1C(=O)NCCN1C(=O)COc1ccc(Br)cc1C (stereo unspecified)	i	5	i	-1	i	i	-1	i	1	-4	i
Cc1cc(=O)oc2c3c(cc(OCC(=O)N[C@@H](C)C(=O)O)c12)OC(C)(C)CC3	i	1	i	-3	i	i	-139	i	1	-7	i
COc1ccc(/C=C/C2=NNC(=O)CC2)cc1	i	-2	i	-2	i	i	8	i	1	-5	i
Fc1cccc2sc(N3CCCCC3)nc12	i	9	i	5	i	i	2	i	-1	-8	i
O=C(c1cc2ccccc2o1)N1CCN=C1SCc1cccc(F)c1	i	-3	i	-2	i	i	-6	i	-1	-2	i
CN(CC1COc2ccccc2O1)C(=O)c1ccc(N(C)C)cc1 (stereo unspecified)	i	-1	i	2	i	i	1	i	-3	-12	i
CC(=O)c1ccccc1Oc1nc(CN2CCOCC2)nc2scc(-c3cccs3)c12	i	-8	i	0	i	i	9	i	-3	-19	i
O=C(O)c1ccc(N2CC3CC(C2)c2cccc(=O)n2C3)c(NC(=S)Nc2ccc(Br)cc2)c1 (stereo unspecified)	i	14	i	1	6*	i	6	i	3	-18	i
Cc1sc2nc(CN(Cc3cccs3)C(=O)NC3CCCCC3)[nH]c(=O)c2c1C	i	5	i	4	i	i	-1	i	-7	-5	i
CC(C)C(C(=O)Nc1nccs1)N1C(=O)c2ccccc2C1=O (stereo unspecified)	i	5	i	-2	i	i	1	i	-4	-7	i
Cc1ccc(NC(=O)C2CCCN2C(=O)NC2CCCCC2)cc1C (stereo unspecified)	i	-1	i	0	i	i	0	i	-2	-15	i
Cc1csc(Sc2ccc(C(=O)OCC(=O)Nc3ccc(OC(F)(F)F)cc3)cc2[N+](=O)[O-])n1	i	-2	i	2	i	i	13	i	0	-9	i
NC(=O)CSc1nc2c(sc3ccccc32)c(=O)n1CCCN1CCOCC1	i	12	i	0	i	i	0	i	-7	-16	i
CCCCCCCCSc1nnc(CSc2nc3nc(C)cc(C)n3n2)o1	i	22	i	1	i	-8.3*	-2	i	-1	-8	i
Cc1noc(NS(=O)(=O)c2ccc(NC(=O)c3ccc(Br)o3)cc2)c1C	i	8	i	3	i	i	3	i	-3	-6	i
CCOC(=O)CNC(c1ccccc1)c1cc(Br)ccc1NC(C)=O (stereo unspecified)	i	-3	i	-4	i	i	1	i	9	0	i
COc1ccc(C2C3=C(CCCC3=O)Nc3nc(C(F)(F)F)nn32)cc1OC (stereo unspecified)	i	3	i	-1	i	i	11	i	-2	1	i
Nc1c(Cl)cc(-c2csc(N3CCCC3c3nc4cc(Cl)c(Cl)cc4n3CCOCCO)n2)cc1Cl (stereo unspecified)	i	-6	i	-2	i	i	-2	i	0	-12	i
Cc1ccc(CSc2nc3[nH]ncc3c(=O)[nH]2)cc1	i	-1	i	-4	i	i	3	i	/	-5	i
Cc1c(NC(=O)CN2CCN(c3cccc(Cl)c3)CC2)c(=O)n(-c2ccccc2)n1C	i	2	i	3	i	i	0	i	0	-14	i
CC(C)Cc1nc(N2CCOCC2)c(C#N)c2c1CCC2	i	3	i	-2	i	i	-4	i	1	-8	i

Brought forward from above: three entries, then new ones.
SMILES	KCNQ1 pot	Dyrk1A ADPGlo	KCNK3 block	GSK3beta inhib	KCNQ1 block	RGS4 act	HDAC3 inhib	KCNK9 inh	GSK3A inh	hERG protect	PolyA inh
Cc1ccc(CSc2nc3[nH]ncc3c(=O)[nH]2)cc1	i	-1	i	-4	i	i	3	i	/	-5	i
Cc1c(NC(=O)CN2CCN(c3cccc(Cl)c3)CC2)c(=O)n(-c2ccccc2)n1C	i	2	i	3	i	i	0	i	0	-14	i
CC(C)Cc1nc(N2CCOCC2)c(C#N)c2c1CCC2	i	3	i	-2	i	i	-4	i	1	-8	i
CC(Sc1n[nH]c(=O)n1Cc1ccccc1)C(=O)NC1CCCCC1C (stereo unspecified)	i	5	i	1	i	i	-5	i	1	-12	i
CCCCNC(=O)CC(C(=O)N1CCc2ccccc21)n1ccnc1 (stereo unspecified)	i	9	i	-1	i	i	-2	i	-2	-6	i
O=C(NC1CCCC1)c1cc(-c2cccs2)on1	i	2	i	1	i	i	8	i	/	-7	i
COC(=O)c1c(C)[nH]c(C)c1-c1ccc(C)cc1	i	-2	i	1	i	i	-5	i	/	-7	i
CCOC(=O)N1CCN(C(=O)CSC2=NS(=O)(=O)c3ccccc3N2)CC1	i	10	i	-3	i	i	-2	i	0	-4	i
O=C(N/N=C/C=C/c1cccc([N+](=O)[O-])c1)c1ccncc1	i	2	i	4	i	i	9	i	-4	-13	i
O=C(CSc1ncn(-c2ccccc2)n1)N1CCN(c2ccccc2)CC1	i	2	i	-1	i	i	3	i	-1	-1	i
Clc1ccc(N2CCN(c3nc4nonc4nc3N3CCSCC3)CC2)nc1	i	3	i	4	i	i	4	i	0	-14	i
CCN1C(=O)N[C@H](c2ccccc2)C(C(C)=O)=C1C	i	1	i	1	i	i	3	i	0	-3	i
Cc1onc(-c2ccccc2Cl)c1C(=O)N1CCOC12CCCCC2	i	13	i	-3	i	i	-8	i	0	-6	i
O=C(Nc1nc2ccc(C(=O)N3CCCCC3)cc2s1)C1CCCCC1	i	-5	i	-5	i	i	-8	i	-2	-12	i
CC(C)CC(/C(O)=C(\C#N)c1nc2ccccc2[nH]1)N1C(=O)c2ccccc2C1=O (stereo unspecified)	i	-4	i	-2	i	i	16	i	1	-3	i
Cc1ccnn1CCC(=O)N1CCCC(CCC(=O)NCc2ccccc2F)C1 (stereo unspecified)	i	-1	i	-3	i	i	4	i	-2	3	i
COc1cccc(NC(=O)C(=O)NCCC2CCCCN2S(=O)(=O)c2ccccc2)c1 (stereo unspecified)	i	0	i	3	i	i	/	i	0	-14	i
COc1ccc(N)cc1S(=O)(=O)Nc1ccccc1Cl	i	-8	i	-10	i	i	3	i	2	-13	i
O=C(CSc1cccc2cccnc12)Nc1cccc(S(=O)(=O)N2CCOCC2)c1	i	-5	i	0	i	i	-24	i	0	-14	i
COCCNC(=O)CN1CCC(NC(=O)Nc2ccccc2)CC1	i	-5	i	3	i	i	10	i	-1	-2	i
O=c1sc2ccccc2c(N2CCN(c3ccccc3)CC2)c1[N+](=O)[O-]	i	/	i	2	i	i	13	i	-5	-3	i
COC(=O)C1=C(C)N(Cc2ccccc2)C(=NCc2cc(OC)c(OC)c(OC)c2)N[C@H]1c1cccc(F)c1	i	/	i	-2	i	i	6	i	-1	-7	i
Cc1ccc(-c2cc3nc(-c4ccccc4)cc(N4CCC5(CC4)OCCO5)n3n2)cc1	/	4	i	5	/	/	1	/	-1	/	i
Cc1cc(Nc2ccccc2Cl)c2ccccc2n1	i	18	i	-5	i	i	1	i	2	-9	i
COc1cccc(CNC(=O)C(NS(=O)(=O)c2ccc3c(c2)CCN3C(C)=O)C(C)C)c1 (stereo unspecified)	i	2	i	1	i	i	-6	i	-7	-1	i
CCCC[n+]1ccn(C2=C([O-])c3ccccc3C(=O)/C2=N\S(=O)(=O)c2ccccc2)c1	i	6	i	-1	i	i	-2	i	1	-6	i
CC(C)(C)NC(=O)C(c1ccncc1)N(Cc1cccs1)C(=O)c1csnn1 (stereo unspecified)	i	-5	i	-1	i	i	1	i	0	-6	i
C[C@H](NC(=O)c1ccco1)C(=O)N1CCCC1	i	9	i	1	i	i	4	i	1	-5	i

Carrying on.
SMILES	KCNQ1 pot	Dyrk1A ADPGlo	KCNK3 block	GSK3beta inhib	KCNQ1 block	RGS4 act	HDAC3 inhib	KCNK9 inh	GSK3A inh	hERG protect	PolyA inh
Cc1ccc(OCC(=O)N/N=C\c2cccs2)c([N+](=O)[O-])c1	i	2	i	-3	i	i	1	i	2	-7	i
CC(=O)NC(CC(=O)Nc1ccc(S(=O)(=O)N2CCCC2)cc1)c1ccccc1 (stereo unspecified)	i	-2	i	2	i	i	-2	i	-1	-15	i
CCC(=O)Nc1ccc2nc(C3CC3)n(Cc3ccc(C(C)(C)C)cc3)c(=O)c2c1	i	-9	i	-5	i	i	3	i	0	-8	i
Cc1onc(-c2c(F)cccc2Cl)c1C(=O)NNC(=O)C1CCN(Cc2ccccc2)CC1	i	-1	i	-2	i	i	1	i	2	-2	i
Brc1ccc(-c2nnc(-c3cccnc3)o2)cc1	i	11	i	1	i	i	-14	i	-5	-6	/
Cc1c(CCC(=O)NCCCN2CCCC2=O)c(=O)oc2c(C)c(O)ccc12	i	2	i	5	i	i	-119	i	-1	-7	i
COCCNCCCCOc1c(Cl)cc(C)cc1Br	i	6	i	-5	i	i	4	i	1	-11	i
COc1ccccc1N1CCN(CC(=O)Nc2c(C)n(C)n(-c3ccccc3)c2=O)CC1	i	0	i	-3	i	i	-2	i	-1	-11	i
C/C(Cl)=C/Cn1c(NCCN(C)C)nc2c1c(=O)n(C)c(=O)n2C	i	2	i	0	i	i	2	i	2	1	i
O=C1C2N=NN(CC(=O)N3N=C(c4ccccc4)CC3c3ccc([N+](=O)[O-])cc3)C2C(=O)N1c1ccccc1 (stereo unspecified)	i	/	/	1	i	i	2	i	-1	-8	i
CCn1ccnc1CN(C)Cc1nc(-c2ccc(C(=O)OC)cc2)no1	i	5	i	-3	i	i	3	i	-1	-10	i
Clc1ccc(-c2nnc(SCc3cn4ccsc4n3)n2CC2CCCO2)cc1 (stereo unspecified)	i	2	i	-1	i	i	-1	i	6	-13	i
Cc1cccc(S(=O)(=O)N2CCCc3ccccc32)c1	i	-2	i	-1	i	i	5	i	-5	-7	i

Ordered by the number under Dyrk1A ADPGlo (descending): three of the compounds above
Compound | Dyrk1A ADPGlo
Brc1ccc(-c2nnc(-c3cccnc3)o2)cc1 | 11
CCn1ccnc1CN(C)Cc1nc(-c2ccc(C(=O)OC)cc2)no1 | 5
CCC(=O)Nc1ccc2nc(C3CC3)n(Cc3ccc(C(C)(C)C)cc3)c(=O)c2c1 | -9

This is a subset; the hit share may differ from the screen's.
